# Screens (PubChem BioAssay)
# procasp7 counter = activates human procaspase-7, counter-screen for procaspase-3 activators | recombinant procaspase-7, Ac-DEVD-pNA absorbance 405 nm; D23A/D198A/D206A triple mutant, cannot self-cleave; scale: DMSO 0, 5 µM enzyme 100 | activation, % at 8.5 µM | actives 0.093% (n = 330,000) | AID 463210;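 active = percent activation above the screen-wide mean plus 3 SD, cut at about 25% in these data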
#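 Material: Procaspase-7 triple mutant (PC-7 D3A) | Quantity: 2 µM procaspase-7 mutant as dispensed | Reagent: DEVD-pNA substrate | Times: 1 h preincubation, 2 h reaction | Technique: 405 nm absorbance of p-nitroaniline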
# LAP4-GFP MLPCN = modulators of TOR pathway LAP4-GFP in S. cerevisiae; S. cerevisiae LAP4-GFP multiplex, flow cytometry GFP, 3 h; median GFP as percent of DMSO wells; GFP response vs DMSO, % at 10 µM; actives 0.34% (n = 320,000);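 active = GFP response vs DMSO above a set limit, about the screen mean plus 3 SD, cut at about 150% in these data; inconclusive = under 70 cell events counted for the yeast strain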
# procasp3 activ = activators of human procaspase-3; actives 0.11% (n = 330,000); P42574; AID 463141; activation, % at 8.5 µM; recombinant procaspase-3 D3A, Ac-DEVD-pNA absorbance 405 nm;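 active = activation above the mean of all tested compounds plus 3 SD, cut at about 21% in these data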;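 note: 0% = DMSO alone and 100% = DMSO wells spiked with extra 5 µM PC-3 D3A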
#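 assay system = Procaspase-3 D3A mutant | signal = absorbance at 405 nm, 0 and 120 min | times = 1 h preincubation plus 2 h reaction at 25 °C | repeats = single replicate | read-out = % activation between DMSO and enzyme-spiked controls | medium = Zinc-free HEPES saline buffer with Triton X-100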
# MEP2-GFP yeast = modulators of TOR pathway MEP2-GFP in S. cerevisiae | GFP response vs DMSO, % at 10 µM | S. cerevisiae MEP2-GFP strain, flow cytometry GFP, 3 h; 100% = DMSO control level | AID 2016 | actives 0.51% (n = 330,000);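 active = GFP response versus DMSO above a set limit, roughly screen mean plus 3 SD, cut at about 180% in these data; inconclusive = fewer than 70 cells counted for a yeast strain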;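 note: median GFP fluorescence of the barcode-gated MEP2-GFP cells per well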
# ZTA DNA inh = ZTA (EBV) inhibition in EBNA-1 counter-screen; P03206; ZTA-DNA binding, fluorescence polarization; inhibition, % at 11 µM; actives 0.15% (n = 320,000); AID 2234; in the data active = inhibition above about 33%
# RPL19A TOR yeast = alters RPL19A-GFP fluorescence in TOR pathway yeast screen; percent response vs DMSO, % at 10 µM; actives 0.3% (n = 330,000); S. cerevisiae RPL19A-GFP strain, flow cytometry, 3 h; hits give low values;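 active = percent response vs DMSO below 50%; inconclusive = fewer than 70 events counted for the yeast strain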;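 note: median channel GFP fluorescence of the barcoded RPL19A-GFP strain; ratio of sample median GFP to plate DMSO average so 100% = DMSO; lower means less RPL19A-GFP as with rapamycin TOR inhibition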
# AHR act = activators of human aryl hydrocarbon receptor; activation, % at 5 µM; P35869; AHR-responsive luciferase reporter cells, luminescence; actives 2.5% (n = 320,000); in the data active = activation above about 47%;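 note: 0% = vehicle wells and 100% = reference agonist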
# EBNA-1 inh = blocks EBNA-1 binding to DNA. EBNA-1 DNA binding, fluorescence polarization. actives 0.34% (n = 300,000). AID 1950. inhibition, % at 14.8 µM; in the data active = inhibition above about 28%
# The depositor's hits bear a star; u = inconclusive; x = no result given; [ ] = remark or other dose.
SMILES	procasp7 counter	LAP4-GFP MLPCN	procasp3 activ	MEP2-GFP yeast	ZTA DNA inh	RPL19A TOR yeast	AHR act	EBNA-1 inh
CCCCNC(=O)CC(C(=O)N1CCc2ccccc21)n1ccnc1 (stereo not given)	3	92	-1	106	-5	101	2	3
CCN1/C(=C/c2cc[n+](CCCS(=O)(=O)[O-])c3ccccc23)Sc2ccccc21	-12	104	-10	119	-6	103	7	10
CCOc1ccc(N2C(=O)C3C4C=CC([C@H]5CC45)[C@@H]3C2=O)cc1 (stereo not given in full)	3	86	12	104	-4	102	2	-6
COc1ccc(CCNC(=O)c2nnn(-c3cccc(C)c3)c2N)cc1OC	0	97	5	93	-9	99	7	16
Cc1c(=O)n(OCc2cccc(F)c2)c2ccccc2[n+]1[O-]	1	106	-2	93	-11	99	84*	-4
CN=C1S/C(=C/c2cn(CC(=O)OC)c3ccccc23)C(=O)N1C	4	110	-3	100	-2	92	13	9
CCOC(=O)N1CCC(N2Cc3cccc(C(=O)NCc4ccc5c(c4)OCO5)c3C2=O)CC1	1	112	8	95	4	97	4	4
Cc1ccc(NS(=O)(=O)c2ccc(OCC(N)=O)cc2)cc1	-7	105	-3	109	-6	102	-3	9
N#Cc1c(N)n(CCCN2CCOCC2)c2nc3ccccc3nc12	-4	92	-4	104	-23	92	7	3
CC(=O)N1N=C(c2ccncc2)OC12CCCC2	-4	95	-1	95	1	91	0	7
O=C(OCC(=O)c1ccc[nH]1)c1ccc(S(=O)(=O)N2CCCCCC2)cc1	-11	105	-4	120	-6	105	3	8
CCSc1nsc(NC(=O)Nc2cccc(OC)c2)n1	8	98	11	110	-7	104	15	-4
COc1ccc(OC)c2c1CCC2=O	10	88	-2	94	9	90	4	-6
O=C1C2C3CCC(CC3)C2C(=O)N1c1ccccc1 (stereo not given)	0	89	-9	92	-9	106	0	-14
CN(C)/C=N/c1ncc(C(=O)c2ccc(-c3ccccc3)cc2)s1	-5	118	8	95	-6	87	1	-5
CC(=O)Nc1ccc(S(=O)(=O)NCc2ccc(C)n2C)cc1	-17	89	1	105	-1	92	1	4
Cc1ccc(/C=C/C(=O)O)cc1S(=O)(=O)N1CCc2ccccc2C1	0	108	2	99	8	100	-1	-9
CN(C)CCCN(C(=O)c1ccco1)c1nc2ccc(Cl)cc2s1	-1	99	-8	97	-10	98	-5	-1
Cc1cc(N2C(=O)c3ccc(C(=O)Nc4ccc(O)cc4C(=O)O)cc3C2=O)no1	-9	71	4	100	2	108	4	-2
O=S(=O)(NC1CCCCCC1)c1cccc2cccnc12	11	115	4	108	-9	97	0	4
CSc1ccccc1NC(=O)CN(C)C(=O)COc1ncnc2ccccc12	5	90	5	95	x	96	2	x
Cc1nn(Cc2ccccc2)c(C)c1CNC(=O)[C@H](C)N=C1NS(=O)(=O)c2ccccc21	-2	87	-28	93	-6	93	0	x
CCN(Cc1cccs1)C(=O)CN1C(=O)NC(c2ccccc2)(c2ccccc2)C1=O	-2	88	0	93	7	95	1	x
CC1CCN(CC(O)Cn2c3ccccc3c3ccccc32)CC1 (stereo not given)	8	89	-2	100	-22	98	2	-7
COc1ccc(NC(=O)c2c(Cl)n(C)c3ccccc23)cc1	1	111	6	99	12	97	43	-8
OC1NC(=S)N(c2ccccc2)C1O (stereo not given)	2	105	3	100	-4	102	0	-3
O=C(COc1ccc(Br)cc1)OCC(=O)N1CCOCC1	3	100	3	102	x	100	-1	x
CC(C)c1cc(C(=O)N2CCCC(Nc3ccc(F)cc3)C2)nc(N)n1 (stereo not given)	0	80	-5	108	4	97	2	-4
O=C1c2ccccc2C(=O)N1COc1ccc(S(=O)(=O)N2CCOCC2)cc1[N+](=O)[O-]	7	95	9	110	7	101	-4	-1
CCCn1c2ccccc2c2cn[nH]c(=O)c21	5	112	6	105	11	96	9	-21
O=C1CC(=C(c2ccccc2)c2ccccc2)C(=O)N1CCN1CCN(c2cccc(Cl)c2)CC1	13	95	0	99	0	93	1	2
CCc1cccc(CC)c1NC(=O)c1cccc(N)c1	-1	86	3	90	0	92	3	5
Fc1cc(F)cc(NC(=S)NCCCN2CCOCC2)c1	2	92	8	99	4	100	3	1
O=c1c2ccccc2c(-c2ccc(F)cc2)nn1-c1ccc(C(F)(F)F)cc1	3	107	3	112	-2	106	38	6
Cc1nc(=O)c(-c2ccccc2)c(C)n1-c1ccccc1O	6	97	-2	92	-10	x	4	1
O=C(N=Nc1c(O)n(Cc2ccccc2)c2ccccc12)c1cc2ccccc2cc1O	-1	90	-7	96	13	95	0	1
CCCCN1CC(=O)N2[C@H]3c4cc(C)ccc4OC[C@@H]3[C@H](C(=O)OCC)[C@]2(C)C1=O	-9	96	-7	96	-11	96	0	x
O=S(=O)(c1ccccc1)n1cc(-c2ccccn2)c(N2CCOCC2)n1	-4	88[may fluoresce red]	-4	113[may fluoresce red]	-8	u	1	-13
COC(=O)c1c(C(=O)OC)c(-c2ccccc2)n2c1CCC2	1	106	4	103	0	102	4	1
Cc1ccc(S(=O)(=O)/N=C(/Nc2c(C)n(C)n(-c3ccccc3)c2=O)c2ccc(Cl)cc2)cc1	-2	106	5	103	1	100	-1	6
CN(Cc1ccc(F)cc1)C(=O)c1ccc(NC(=O)CC2SC(N3CCCC3)=NC2=O)cc1 (stereo not given)	0	96	-2	96	-6	100	-3	-15
Cc1cc(C)c2c(N)c(C(=O)c3ccc(Br)cc3)oc2n1	1	x	1	94	-1	92	23	-3
CCNc1nc(NCC)n2c(SCC(=O)Nc3cccc(F)c3)nnc2n1	15	122	2	101	-3	100	0	5
COc1ccc(N2CCN(Cc3nc(-c4ccc(Cl)cc4Cl)no3)CC2)cc1	-5	113	0	102	7	104	3	4
O=S1(=O)N=C(Nc2ccc(O)cc2)c2ccccc21	8	102	7	98	6	101	2	-3
COc1ccccc1N1CCN(S(=O)(=O)c2cn(C)c(=O)n(C)c2=O)CC1	-4	95	0	97	-2	93	65*	3
O=C(CCc1ccc(S(=O)(=O)NCCc2ccccc2)cc1)NCc1ccc2c(c1)OCO2	2	94	-5	101	6	96	0	0
O=C(Nc1ncc(Cc2cccc(Cl)c2Cl)s1)C1CCCO1 (stereo not given)	-1	110	-6	90	-4	93	1	-9
CCN1CCN(CCCN(Cc2ccco2)C(=S)Nc2cc(Cl)ccc2C)CC1	-2	105	-2	105	17	108	-2	1
O=C(O)c1ccccc1-c1ccccc1C(=O)Nc1cccc(-c2nc3ccccc3o2)c1	-4	104	0	93	18	97	2	13

# An excerpt from above, limited to MEP2-GFP yeast and RPL19A TOR yeast.
SMILES	MEP2-GFP yeast	RPL19A TOR yeast
O=C(Nc1ncc(Cc2cccc(Cl)c2Cl)s1)C1CCCO1 (stereo not given)	90	93
O=S1(=O)N=C(Nc2ccc(O)cc2)c2ccccc21	98	101
O=C(O)c1ccccc1-c1ccccc1C(=O)Nc1cccc(-c2nc3ccccc3o2)c1	93	97
CCN1CCN(CCCN(Cc2ccco2)C(=S)Nc2cc(Cl)ccc2C)CC1	105	108

# Other entries:
SMILES	procasp7 counter	LAP4-GFP MLPCN	procasp3 activ	MEP2-GFP yeast	ZTA DNA inh	RPL19A TOR yeast	AHR act	EBNA-1 inh
Cc1cc(C)n(-c2nc3ccccc3c(=O)n2OCC(N)=O)n1	2	92	-5	94	4	99	1	2
O=C(c1ccc2oc(CCc3ccccc3)nc2c1)N1CCC(O)CC1	4	93	0	98	-5	99	4	-4
CCC(=O)Nc1ccc(NC(=O)c2ccc3ccccc3c2)cc1	2	101	-3	111	-17	105	-7	-5
CN(C)S(=O)(=O)c1cccc(C(=O)Nc2ccc(C(=O)Nc3cccc(S(N)(=O)=O)c3)cc2)c1	4	94	-2	107	x	102	-1	x
CC1(C)NC(=O)N(CNc2cc(Cl)ccc2Cl)C1=O	10	93	2	84	17	96	4	-2
O=[N+]([O-])c1ccc(CN2CCN(c3ccc([N+](=O)[O-])cc3)CC2)cc1	5	97	-14	110	-19	103	2	-1
CCN=c1sc(C(=O)Nc2ccccc2)c(C)n1CC	8	96	-5	100	14	105	24	4
O=C(CSc1ccc(Cl)cc1)NNC(=O)c1cccnc1	2	98	-2	96	1	97	-1	11
O=C(COC(=O)c1ccncc1)NCc1ccccc1	3	99	2	101	7	96	0	1
O=C(NCc1ccc(Cl)cc1)c1cc(=O)[nH]c2ccc(S(=O)(=O)N3CCOCC3)cc12	4	110	6	114	1	104	2	2
COc1ccc(-n2c(SCC(=O)N3CCCC3)nc3ccccc3c2=O)cc1	4	107	-4	103	-9	99	0	10
CCOC(=O)c1sc2ncn(/N=C/N(C)C)c(=O)c2c1C	9	91	1	97	-4	106	2	6
CCOc1cc(CNCCc2ccc(S(N)(=O)=O)cc2)ccc1OCc1ccccc1	1	91	3	104	15	102	-3	-8
CCOC(=O)c1c(C)c(C(=O)Nc2cc(F)ccc2F)c(C)n1C	8	93	1	107	-20	110	10	-3
Cc1ccnc(NS(=O)(=O)c2ccc(NC(=O)Cc3c(F)cccc3Cl)cc2)n1	9	94	1	106	9	104	-1	-3
O=C(NNc1ccccc1C(F)(F)F)c1cccs1	0	100	6	113	3	110	0	-11
CCNC(=O)COC(=O)CCNC(=O)c1ccc(Cl)cc1	-3	91	7	100	2	97	-1	-15
O=C(CCN1C(=O)C2CC=C(Cl)CC2C1=O)NCc1ccccc1 (stereo not given)	2	u	1	206*[may fluoresce violet]	6	u	-3	11
O=C(NC1CCC(O)CC1)c1cccc2cccnc12 (stereo not given)	-4	101	0	113	11	104	1	8
O=C(Nc1ccc(S(=O)(=O)N2CCCC2)cc1)c1ccc(Br)o1	5	102	9	106	3	98	-2	4
CN(C)c1ccc(CNS(=O)(=O)c2csc(C(N)=O)c2)cc1	0	87[may fluoresce violet]	3	138[may fluoresce violet]	-2	33*[may fluoresce violet]	3	-11
N#Cc1ccsc1NC(=O)C1CCN(C(=O)c2ccc(Cl)cc2)CC1	0	111	-7	108	12	107	16	-4
COC(=O)C1=CN(Cc2ccccc2)C=C(C(=O)OC)C1c1ccc(OC)c(OC)c1	-2	96	-4	102	7	102	-2	2
C/C(=N\Nc1nnc(C)c(=O)[nH]1)C(=O)O	5	103	4	103	-10	102	7	8
CCc1ccc(C(=O)/C=C/Nc2ccc(S(=O)(=O)Nc3onc(C)c3C)cc2)cc1	-2	95	3	111	-6	98	0	4
CC1(C)CC(=O)C(Sc2ccccc2)=C(O)C1	1	103	-6	87	4	95	-2	6
Cc1nc(SCC(=O)Nn2c(-c3ccccc3)nc3ccccc3c2=O)n[nH]1	3	101	6	110	-8	102	74*	9
CCOC(=O)C1CCCN(c2nc3ccccc3nc2C(C#N)C(=O)OCCOC)C1 (stereo not given)	-10	93	1	104	-14	99	3	1
CCN(CC)S(=O)(=O)c1cccc(C(=O)N[C@H](C(=O)OCC(=O)Nc2ccccc2)C(C)C)c1	0	103	8	103	7	102	0	0
CC1(C)Cc2ccccc2-c2nnc(SCC(=O)Nc3ccc4c(c3)OCO4)n21	5	100	-4	99	-12	97	-7	-3

# Hits appear at their usual frequency. About 3.8% of those tested had a hit in this group.
